Screening results from PubChem BioAssay.
Ba/F3 V617F tox = reduced viability of JAK2V617F-dependent Ba/F3 cells, primary screen, JAK2V617F inhibitor project, cell-based, Ba/F3 EpoR-JAK2V617F, luminescence; ATP luminescence; inhibition, % at 5.6 µM; 1.1% of 220,000 active; AID 1446, 2008;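 active means inhibition above the campaign mean plus 3 SD over all tested compounds, cut at about 24% in these data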;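 further: cytokine-independent growth of Ba/F3 cells driven by EpoR plus mutant JAK2; 0% = DMSO-treated cells and 100% = JAK inhibitor I control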
Wee1 degr inh = Wee1 degradation inhibitors, primary screen, cell-based, HeLa, Wee1K328M-luciferase, luminescence; reporter increase, % at 5 µM; 1.2% of 220,000 active; AID 1321, 2008; HeLa Luc-Wee1K328M stability; 100% = proteasome inhibitor MG132 effect; Wee1-like protein kinase (Homo sapiens), P30291;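 active means activation above the mean of all tested compounds plus 3 SD, set per screening run, cut at about 8.8% in these data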;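 further: cells exposed to compound for 20 h before luminescence read; 0% = DMSO alone and 100% = MG132 at 30 µM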
Target sequence (P30291 whole entry K328M): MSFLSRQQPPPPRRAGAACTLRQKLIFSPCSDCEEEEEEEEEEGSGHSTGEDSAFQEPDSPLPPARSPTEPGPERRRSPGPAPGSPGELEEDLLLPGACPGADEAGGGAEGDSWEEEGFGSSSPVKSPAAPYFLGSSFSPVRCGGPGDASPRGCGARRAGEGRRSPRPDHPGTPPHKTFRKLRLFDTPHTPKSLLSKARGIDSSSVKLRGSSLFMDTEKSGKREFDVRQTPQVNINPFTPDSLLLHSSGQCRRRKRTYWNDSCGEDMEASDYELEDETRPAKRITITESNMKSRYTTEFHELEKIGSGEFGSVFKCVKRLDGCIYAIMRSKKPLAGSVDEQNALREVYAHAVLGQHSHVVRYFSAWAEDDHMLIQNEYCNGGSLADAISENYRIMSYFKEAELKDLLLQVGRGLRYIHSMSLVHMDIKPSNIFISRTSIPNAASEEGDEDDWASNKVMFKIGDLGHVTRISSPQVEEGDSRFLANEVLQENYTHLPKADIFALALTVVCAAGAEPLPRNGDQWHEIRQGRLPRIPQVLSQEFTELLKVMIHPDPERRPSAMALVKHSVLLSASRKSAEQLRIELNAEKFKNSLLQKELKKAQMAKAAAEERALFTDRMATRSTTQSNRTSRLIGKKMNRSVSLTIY
BaF3 tox = parental Ba/F3 cell viability inhibition, counter-screen for JAK2V617F inhibitor project, murine pro-B, CellTiter-Glo luminescence | AID 1486, 2009 | 1.1% of 220,000 active | inhibition, % at 5.6 µM | CellTiter-Glo ATP luminescence;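 active means inhibition above a per-campaign cutoff, the mean inhibition of all tested compounds plus 3 SD, cut at about 27% in these data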;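 further: 0% = DMSO wells and 100% = JAK Inhibitor I control wells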
RBBP9 inhibitor = human RBBP9 inhibitors, primary screen, biochemical, fluorescence polarization, FP-Rh probe, HTS | Serine hydrolase RBBP9 (Homo sapiens), O75884 | recombinant RBBP9 | inhibition, % at 7.94 µM | 0.2% of 220,000 active;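 active means inhibition above the campaign mean of all tested compounds plus 3 SD, cut at about 14% in these data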;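 further: plate controls were DMSO wells with RBBP9 for no effect and wells lacking RBBP9 protein for full effect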
Target sequence (O75884 whole entry, looked up): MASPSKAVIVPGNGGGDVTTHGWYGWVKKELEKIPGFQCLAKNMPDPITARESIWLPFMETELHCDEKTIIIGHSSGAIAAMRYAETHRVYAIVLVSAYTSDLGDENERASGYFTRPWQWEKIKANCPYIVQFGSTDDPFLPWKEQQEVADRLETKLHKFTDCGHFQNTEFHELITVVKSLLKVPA
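System: RBBP9 protein | Quantity: 2.5 µM RBBP9 dispensing solution, before mixing | Reagent: FP-Rh probe, 375 nM dispensing solution | Timing: Enzyme-compound preincubation 30 min, then probe labeling 45 min, 25 °C | Measured by: Fluorescence polarization | Read-out: % inhibition | Replication: One well per compound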
TNF death inh = inhibitors of TNF-alpha triggered necroptosis, primary screen, cell-based, Jurkat FADD-/-, single concentration; activation (protection from cell death), % at 10 µM; Jurkat FADD-/- TNF necroptosis rescue, ATP luminescence, 24 h; 0 = TNF only, 100 = no-TNF cells; 0.068% of 220,000 active;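 active means activation, meaning protection from cell death, of at least 50% relative to plate controls; inactive means activation below 50%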;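 further: necroptosis triggered by 40 ng/mL TNF-alpha added together with compound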
CHOP inh = inhibitors of CHOP promoter induction, primary screen, cell-based, unfolded protein response, luciferase reporter; CHO-K1 CHOP-promoter luciferase, tunicamycin-induced, 15-18 h; inhibition, % at 10 µM; 3.8% of 220,000 active;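 active means compounds that reduced the stress-induced luciferase reporter signal by more than about 70% of percent inhibition, limit read from the data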;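 further: 0% = tunicamycin plus vehicle and 100% = wells without tunicamycin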
PPC-1+TRAIL kill = compounds killing PPC-1 cancer cells with TRAIL present, primary screen, TRAIL potentiator project, ATPLite luminescence, uHTS. PPC-1 cells + TRAIL, ATPLite viability luminescence. cell killing (% activity), % at 4 µM. 0.41% of 220,000 active;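 active means cell killing above 50% in the first pass at 4 µM, then a duplicate retest at 5 µM averaging 50% or more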;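 further: plate controls were cells with TRAIL plus DMSO for no effect and medium-only wells lacking cells for full effect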
TRPML3 ag = human TRPML3 channel agonists, primary screen, cell-based, HEK293 TRPML3-YFP, Fluo-8 calcium fluorescence, 3 µM; Mucolipin-3 (Homo sapiens), Q8TDD5; 100% = the carbachol control signal; activation, % at 3 µM; 0.29% of 220,000 active;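 active means activation above its plate's cutoff, the mean activation of the plate's test wells plus 3 SD, cut at about 12% in these data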;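 further: 0% = DMSO only wells and 100% = carbachol wells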
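system = HEK293 cells stably carrying human TRPML3-YFP | doses = one concentration, 3 µM nominal, 0.3% DMSO | timing = dye loading 1 h 37 °C then 30 min ambient, 125 s read | detection = Fluo-8 calcium dye fluorescence, ex 470-495, em 515-575 nm | benchmarks = high control carbachol 87 µM, low control DMSO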
zfTRPN1 agonist = zebrafish TRPN1 channel agonists, primary screen, cell-based, HEK293, calcium fluorescence; transient receptor potential cation channel N1 (TRPN1/NompC), Danio rerio; HEK293 zebrafish TRPN1-YFP, Fluo-8 calcium fluorescence; 100% = response to 87 µM carbachol; activation, % at 3 µM; 0.18% of 220,000 active;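 active means activation above its plate's cutoff, the mean activation of test wells on that plate plus 3 SD, cut at about 19% in these data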;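 further: 0% = DMSO alone and 100% = 87 µM carbachol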
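Material – zebrafish TRPN1-YFP in HEK293 cells · Doses – 3 µM single point · Schedule – dye 1 h 37 °C plus 30 min RT · Signal – Fluo-8 calcium fluorescence, excitation 470-495 nm, emission 515-575 nm · Read-out – % activation versus carbachol response · Control set – carbachol high, DMSO low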
Starred values were filed as active, the others as inactive.

Order of results: Ba/F3 V617F tox | Wee1 degr inh | BaF3 tox | RBBP9 inhibitor | TNF death inh | CHOP inh | PPC-1+TRAIL kill | TRPML3 ag | zfTRPN1 agonist
CN(Cc1cn(-c2ccccc2)nc1-c1ccc2c(c1)OCO2)Cc1nccn1C
  -1 | 0 | 1 | -5 | 1.7 | 34 | -10 | -0.3 | -2.6
O=C(NCCN1CCOCC1)c1cc2ccccc2[nH]1
  1 | -1 | 4 | 6 | 0.9 | -5 | -2 | 1.1 | 0.4
C/C(=N\Nc1ccc([N+](=O)[O-])cc1)c1ccc(-n2nncc2C(C)(C)C)cc1
  -3 | 1 | 9 | 3 | 3.1 | 30 | -4 | 1.0 | -0.1
O=C(NCc1ccc2c(c1)OCO2)C1CCCN1C(=O)Nc1cccc(F)c1 (stereo not given)
  4 | -1 | 4 | -4 | -1.4 | 4 | 14 | -0.2 | -0.2
Cc1ccc2ncnc(Nc3cccc(C(=O)O)c3)c2c1
  0 | 2 | -2 | 8 | 0.5 | 8 | 0 | 0.6 | 0.2
C=CCNS(=O)(=O)c1nc(C)c(Cl)c(C)c1C#N
  -1 | 0 | 8 | 1 | 2.3 | 29 | 4 | 0.4 | 0.1
Cc1cc(Nc2ccc(F)cc2Cl)n2ncnc2n1
  1 | 3 | 1 | -10 | -6.3 | 7 | 10 | -0.5 | -0.1
C=CCn1c(SCC(=O)NCc2ccc3c(c2)OCO3)nnc1-c1cccnc1
  -3 | 5 | 3 | -6 | 0.4 | -7 | 19 | 0.4 | 1.2
Cc1ccccc1CNC(=O)Cc1ccccc1[N+](=O)[O-]
  -2 | 5 | 1 | 3 | 2.2 | 23 | -6 | -0.2 | 0.1
O=C(NC1CCN(Cc2ccccc2)CC1)c1ccc(S(=O)(=O)NCc2ccco2)cc1
  5 | 2 | 10 | -3 | -4.6 | 7 | 15 | 2.6 | 2.2
CCn1cc(C(=O)O)c(=O)c2cc(F)c(N3CCN(C(=S)NC(=O)c4ccc(F)cc4)CC3)cc21
  -4 | 0 | -4 | 3 | 1.2 | -6 | -5 | 0.4 | -0.4
Cc1ccc(CN2CCN(C/C(Cl)=C/c3ccccc3)CC2CCO)o1 (stereo not given)
  2 | 2 | 2 | 1 | 0.5 | 11 | 0 | 2.0 | 0.4
C/C(=N\NC(=O)c1ccc([N+](=O)[O-])cc1)c1cccc([N+](=O)[O-])c1
  0 | 1 | 5 | -11 | 0.3 | -7 | 18 | 0.7 | -0.4
Cc1onc(-c2ccccc2Cl)c1C(=O)N1CCN(Cc2ccc3c(c2)OCO3)CC1
  -2 | -3 | 4 | -6 | -0.4 | -5 | 7 | 0.9 | 0.0
O=C(NC1CCCCCC1)C(Cc1ccccc1)n1cccc1 (stereo not given)
  -2 | 0 | 4 | -4 | -0.6 | 6 | 22 | -0.5 | -2.6

Quoted at random: two records from the list, in no set order.
Order of results: Ba/F3 V617F tox | Wee1 degr inh | BaF3 tox | RBBP9 inhibitor | TNF death inh | CHOP inh | PPC-1+TRAIL kill | TRPML3 ag | zfTRPN1 agonist
Cc1ccc(CN2CCN(C/C(Cl)=C/c3ccccc3)CC2CCO)o1 (stereo not given)
  2 | 2 | 2 | 1 | 0.5 | 11 | 0 | 2.0 | 0.4
C=CCn1c(SCC(=O)NCc2ccc3c(c2)OCO3)nnc1-c1cccnc1
  -3 | 5 | 3 | -6 | 0.4 | -7 | 19 | 0.4 | 1.2

Following part
Order of results: Ba/F3 V617F tox | Wee1 degr inh | BaF3 tox | RBBP9 inhibitor | TNF death inh | CHOP inh | PPC-1+TRAIL kill | TRPML3 ag | zfTRPN1 agonist
O=C(c1nnc(-c2ccc(Cl)cc2)o1)C1CCCC1
  3 | 9 | 6 | -5 | 0.7 | 18 | -5 | 0.1 | 0.2
CCc1c(C)[nH]n(-c2nc(-c3ccccc3)cs2)c1=O
  -4 | -3 | 3 | 13 | 0.2 | 11 | -3 | -0.5 | -3.3
c1ccc(-c2nnc3sc(Cc4cccs4)nn23)cc1
  2 | 2 | 7 | -3 | -3.9 | 44 | 4 | -0.8 | -0.2
COc1ccc(NC(=S)NC(C)Cc2cccs2)cc1 (stereo not given)
  5 | 0 | 5 | -1 | -3.3 | -26 | 13 | -0.5 | -1.6
Cn1c(=O)c2c(nc(N3CCCCC3)n2C)n(C)c1=O
  -1 | 1 | 0 | 0 | 0.8 | -26 | 19 | 0.7 | -0.2
Cc1nn(-c2ccccc2)c(C)c1/C=N/NC(=O)c1cc(-c2ccc(Cl)s2)[nH]n1
  -1 | 2 | 5 | -5 | -18 | -30 | -24 | -0.5 | 0.4
CCOC(=O)c1c(N)sc(C(=O)N2CCCCCC2)c1C
  3 | -4 | -1 | -6 | 0.3 | 2 | -6 | -1.4 | -0.2
CCCCNC(=O)CCNS(=O)(=O)c1ccc(C)cc1
  2 | 1 | 4 | -4 | -0.6 | 0 | 26 | 0.4 | -0.1
c1ccc(-n2nnnc2-c2cnc(-c3cccnc3)nc2-c2cccs2)cc1
  -2 | 0 | 1 | 9 | -4.1 | 9 | 22 | 0.2 | -0.3
Cc1ccnc(N2C(=O)c3ccccc3C2Nc2cccc(C)c2C)c1 (stereo not given)
  0 | 2 | 7 | -8 | 1.3 | 20 | 8 | 0.2 | -0.8
CN=C(Nc1ccccc1)SC1CC(=O)N(c2cccc(OC)c2)C1=O (stereo not given)
  4 | -2 | 5 | 5 | 0.9 | 19 | 12 | 0.1 | 1.7
O=C(O)Cn1cc(/C=C2/SC(=O)N(CC(=O)N3CCCCCC3)C2=O)c2ccccc21
  -1 | 4 | 3 | -8 | 0.5 | 13 | 7 | 0.9 | -0.4
Cc1ccc(-c2nc(CN3CCCCC3)cc(CN3CCCCC3)c2O)cc1
  -1 | 1 | 9 | -12 | 0.6 | 41 | 15 | 0.6 | 0.9
CN(Cc1nc(-c2ccccn2)no1)S(=O)(=O)c1ccc(Br)cc1
  2 | -2 | -1 | 0 | 0.9 | -13 | 4 | 1.1 | 0.4
CCCCNC(=S)N/N=C/c1ccccc1F
  -4 | -2 | 2 | -7 | 1.4 | 27 | 8 | -0.7 | -2.1
CCNc1nc(OCCNC(C)=O)nc(N(C)C)n1
  4 | -1 | -1 | -3 | -0.8 | -1 | 24 | -0.4 | 0.5
NC(=O)COC(=O)[C@@H]1CC(O)CN1S(=O)(=O)c1ccc2c(c1)OCCO2 (stereo not given in full)
  -3 | 1 | -4 | -4 | 4.4 | 14 | 25 | 0.6 | 2.2
Cn1c(SC2C(=O)CC(C)(C)CC2=O)nnc1-c1ccco1
  1 | -1 | 11 | 6 | 0.5 | -12 | 1 | 0.2 | 0.2
CC(=NCCCn1ccnc1)c1c(-c2ccccc2)[nH]n(-c2nc3ccccc3s2)c1=O
  -4 | -3 | 0 | 5 | -2.5 | 20 | 20 | 0.1 | -0.7
Cc1cc(C)nc(NS(=O)(=O)c2ccc(NC(=O)c3ccc(S(=O)(=O)N4CCOCC4)cc3)cc2)n1
  -2 | -2 | 0 | -6 | -1.7 | 4 | -7 | 0.3 | 1.4
CC1=C(C#N)C(/C=N/OCc2ccc(F)cc2Cl)CC(=O)N1 (stereo not given)
  3 | 0 | 9 | -10 | 0.2 | 26 | 18 | -0.8 | -0.2
CCCCC#Cc1ccccc1CC(=O)Nc1ccccc1
  -3 | -2 | 5 | -9 | 1.2 | 24 | 10 | -0.8 | -1.5
COc1cc(/C(C)=N/NC(=O)C(O)(c2ccccc2)c2ccccc2)ccc1O
  -1 | -3 | 6 | 3 | -2.2 | 11 | 19 | 0.8 | 2.1
COc1ccccc1NC(=O)CSCc1ccc([N+](=O)[O-])cc1
  0 | -2 | 1 | 2 | 11 | 10 | -2 | -1.4 | -2.8
O=C(CN(C(=O)Cn1nnc(-c2ccccc2F)n1)c1cccc2c1CCCC2)NCc1ccccc1
  1 | -1 | 1 | -3 | -4.5 | 43 | -8 | -0.9 | 0.4
COc1ccc(C(NC(=O)/C=C/c2ccco2)c2ccc(OC)c(OC)c2)cc1 (stereo not given)
  1 | 2 | 4 | -6 | 2.5 | 8 | 21 | 0.4 | -0.8
Cc1c(C(=O)NCCCn2ccnc2)oc2ccccc12
  -3 | 1 | 5 | -5 | 0.7 | 16 | 6 | 1.4 | 0.5
CC(=O)NC(=S)NNC(=O)COc1ccc(Br)cc1
  0 | 0 | 3 | 1 | -0.8 | -13 | 20 | 1.1 | 0.8
Cc1ccc(N2C(=O)c3ccc(C(=O)NCCN4CCOCC4)cc3C2=O)cc1
  0 | 3 | 1 | -6 | 0.3 | 7 | -16 | 0.2 | 0.9
COC(=O)c1ccc(C(=O)NC(=S)Nc2ccc3nc(SC)sc3c2)cc1
  -4 | -1 | 1 | 3 | -0.3 | 72* | 13 | 0.2 | -0.4
CCN(CC)c1ccc2c(c1)C(=O)N(C)C2=O
  2 | -1 | 3 | -11 | -0.7 | 15 | 23 | 0.5 | 1.7
COCc1ccc(CN2CCc3c([nH]c4ccccc34)C2C(C)(C)C)o1 (stereo not given)
  6 | -2 | 9 | 3 | 0.4 | 62 | 11 | -1.6 | 0.5
CC(C)Nc1nnc(SCC(=O)/C=C2\N(C)c3ccccc3C2(C)C)s1
  -3 | -3 | 1 | -11 | 1.6 | 17 | 8 | 0.2 | 0.0
CCOC(=O)C1CCN(S(=O)(=O)c2c(C)n(C)c(=O)n(C)c2=O)CC1
  1 | 2 | 11 | -4 | -0.4 | -38 | 1 | 0.1 | 1.0
Nc1ccc(-n2nncc2-c2ccc(Cl)cc2)cc1
  4 | 2 | 7 | 1 | -1.8 | -10 | 19 | 0.2 | 0.5
Cc1cc(N2C(=O)C3C4CC(c5ccccc5)C(C4)C3C2=O)no1 (stereo not given)
  1 | 3 | 6 | -3 | 1.0 | 17 | 15 | 1.1 | 0.4
CSc1ccc(N/N=C(/C#N)S(=O)(=O)C(C)(C)C)cc1
  -3 | 5 | 5 | -11 | 0.9 | -12 | -10 | 6.1 | 6.0
CCCn1c(=O)c(C(=O)NCc2ccco2)c(O)c2ccccc21
  -4 | 1 | 0 | -9 | 0.1 | 13 | 18 | 0.4 | 0.0
